# Screening data from PubChem.
# NS5 inhibitors = Dengue-2 NS5 methyltransferase inhibitors, primary screen, biochemical, confirmation dose response (AID 588689) | 340,000 compounds, 0.3% hits | Dengue-2 NS5 methyltransferase capping enzyme assay, biochemical; higher % means a stronger effect | inhibition, % at 25 µM, or IC50 in µM where a hit was titrated; in the data active means a potency from the dose series
# NS5 inhibitors pilot replicate = second read-out of NS5 inhibitors, no call of its own (marks repeat the call); inhibition, %; measured here: pilot screen replicate inhibition
# The depositor's hits bear a star. An excerpt. The share of hits here may be higher or lower than overall.
SMILES,NS5 inhibitors,others
O=C(OCc1cn([C@H]2CN(C(=O)c3cccs3)[C@@H](c3ccccc3)C[C@@H]2O)nn1)c1ccccc1,-4%,
C[C@H]1CN([C@@H](C)CO)C(=O)CCCn2nncc2CO[C@@H]1CN(C)S(=O)(=O)c1ccc(Oc2ccccc2)nc1,1%,
O=C(c1cccc(-n2cccc2)c1)N1CCN(S(=O)(=O)c2ccccc2Br)CC1,-2%,
COc1ccc(Cl)cc1NC(=O)CN(C)C1CCS(=O)(=O)C1 (stereo unspecified),-6%,
Cc1ccc(C(=O)O)cc1[N+](=O)[O-],-8%,
COc1ccc(C(=O)NNC(=O)COC(=O)c2sccc2C)cc1,2%,
CCOC(=O)C1Oc2ccccc2C(c2cccc3ccccc23)=C1C(=O)OC (stereo unspecified),-2%,NS5 inhibitors pilot replicate=0.9
COc1ccc(/C=C/C(=O)N(CC(C)C)C2CCS(=O)(=O)C2)cc1 (stereo unspecified),3%,
CC(CC(=O)c1ccccc1)=NCCCN=C(C)CC(=O)c1ccccc1,-3%,
COc1ccc(C(=O)NCC(c2ccco2)N2CCOCC2)cc1OC (stereo unspecified),3%,
Cc1cnc(C(=O)OCC(=O)Nc2ccc(Br)c(C)c2)cn1,-3%,
O=C(CC1SC(N2CCCC2)=NC1=O)Nc1ccc(C(=O)Nc2ccccc2)cc1 (stereo unspecified),-7%,
Cc1ccccc1-n1nnnc1SCC(=O)NCC1(N2CCOCC2)CCCCC1,0%,
Cc1cc2c(SCC(=O)Nc3cccc(O)c3)ncnc2s1,1%,
CCN(CC(=O)Nc1ccccc1OC)C(=O)CSCc1ccc(C)cc1,-4%,
COc1ccc2c(c1)CC=C1C2CCC2(C)C(=O)C(=NO)CC12 (stereo unspecified),-2%,
NS(=O)(=O)c1ccc(N2CCN(C(=O)C3COc4ccccc4O3)CC2)nc1 (stereo unspecified),4%,
CCOC(=O)C1=C(CC)Nc2ccccc2N/C1=N\S(=O)(=O)c1ccccc1F,5%,
COc1cc(-c2cc(C(=O)N3CCCCCC3)c3ccccc3n2)cc(OC)c1OC,-4%,
CCCCn1c(N)c(N(CCOC)C(=O)CCN2C(=O)C3CC=CCC3C2=O)c(=O)[nH]c1=O (stereo unspecified),-1%,
CC(=O)Nc1ccc2c(c1)N(S(=O)(=O)c1cccs1)CCC2,10%,
CN(CC(=O)Nc1c(Cl)cccc1Cl)C(=O)c1n[nH]c2ccccc12,-8%,
Cc1occc1C(=O)NNC(=O)c1ccc(S(=O)(=O)N(C)C)cc1,-6%,
CCc1ccccc1OCC(=O)Nc1cccc(S(=O)(=O)NC2=NCCCCC2)c1,-1%,
Cc1ccc(NC(=O)CNc2cccc(S(=O)(=O)N3CCCC3)c2)cc1F,-4%,

# For convenience, part of the list above.
SMILES,NS5 inhibitors,others
Cc1occc1C(=O)NNC(=O)c1ccc(S(=O)(=O)N(C)C)cc1,-6%,
CCc1ccccc1OCC(=O)Nc1cccc(S(=O)(=O)NC2=NCCCCC2)c1,-1%,
Cc1ccc(NC(=O)CNc2cccc(S(=O)(=O)N3CCCC3)c2)cc1F,-4%,

# Next part
SMILES,NS5 inhibitors,others
CCc1ccc(NC(=O)C(=O)NCCN2CCN(C(=O)c3ccc(OC)cc3)CC2)cc1,6%,
CCN(CC)C(=O)c1nc[nH]c1C(=O)N1CCN(C(=O)OC(C)(C)C)CC1,-3%,
Cc1onc(-c2ccccc2)c1C(=O)N[C@@H]1C(=O)N2C1SC(C)(C)[C@@H]2C(=O)O (stereo partly specified),-4%,
Cc1cccc(C2=NOC(=O)/C2=C\c2ccccc2F)c1,1%,
O=C(c1ccc([N+](=O)[O-])o1)N1CCN(c2nc3c(F)cc(F)cc3s2)CC1,6%,
CCCCCCN1C(=O)CC(NC(=O)OCC2c3ccccc3-c3ccccc32)C/C=C\C1C(C)C (stereo unspecified),1%,NS5 inhibitors pilot replicate=3.9
COc1cccc(CN(C)S(=O)(=O)c2ccccc2Br)c1,-15%,
c1ccc(-c2nnc(SCc3ccncc3)o2)cc1,2%,
C[C@H](CO)N1C[C@H](C)[C@@H](CN(C)S(=O)(=O)c2cccs2)Oc2ccc(NC(=O)Cc3ccccc3)cc2C1=O,5%,
CCCCCCC[C@@H](C/C=C/CCC(=O)N(C)C/C(=C/Cl)C/C(=C\C(=O)N1CC(OC)=CC1=O)OC)OC,-5%,NS5 inhibitors pilot replicate=-0.9
Oc1ccc(Cl)c2cccnc12,8%,
C[C@H]1C(=O)N(c2ccccc2)[C@@H]1c1ccccc1,-8%,NS5 inhibitors pilot replicate=2.4
COc1cc(C(=O)COC(=O)c2cccs2)cc(OC)c1OC,5%,
Cc1ccc(N(C)S(=O)(=O)c2cccc(C(=O)NNC(=O)c3ccncc3)c2)cc1,-6%,
C[C@H](CO)N1C[C@H](C)[C@@H](CN(C)C(=O)c2ccccc2)OCc2cnnn2CCCC1=O,-3%,
Cc1ccc2nc(N3CCN(C(=O)c4ccco4)CC3)sc2c1,2%,
c1ccc(Cc2nc3ccccc3s2)cc1,0%,
O=C(CN1CCN(C(=O)C2CCN(C(=O)/C=C/c3ccccc3)CC2)CC1)Nc1ccc(F)cc1,-12%,
O=C(CN1C(=O)c2ccccc2S1(=O)=O)Nc1ncccn1,-4%,
C[C@H](CO)N1C[C@H](C)[C@@H](CN(C)C(=O)Nc2ccc3c(c2)OCO3)Oc2c(NC(=O)Nc3ccc4c(c3)OCO4)cccc2C1=O,-30%,
COc1cccc(C(=O)C(CCC#N)c2ccccc2)c1 (stereo unspecified),-3%,
CC(=O)Nc1ccc(S(=O)(=O)NCCC(=O)OC(C)C(=O)NC2(C#N)CCCCC2)cc1 (stereo unspecified),2%,
N#Cc1ccccc1OCC(=O)Nc1ccc2c(c1)OCO2,-9%,
Cc1ccccc1-c1cccc([C@@H]2C[C@H]3[C@H](CON3C)CN2S(=O)(=O)c2ccccc2C)c1,3%,
Cc1ccc(NC(=S)NC(=O)C2CCCCC2)c(Br)c1,-2%,

# Of the compounds above, these contain a thiophene ring, fused or not:
SMILES,NS5 inhibitors,others
O=C(OCc1cn([C@H]2CN(C(=O)c3cccs3)[C@@H](c3ccccc3)C[C@@H]2O)nn1)c1ccccc1,-4%,
COc1ccc(C(=O)NNC(=O)COC(=O)c2sccc2C)cc1,2%,
Cc1cc2c(SCC(=O)Nc3cccc(O)c3)ncnc2s1,1%,
CC(=O)Nc1ccc2c(c1)N(S(=O)(=O)c1cccs1)CCC2,10%,
C[C@H](CO)N1C[C@H](C)[C@@H](CN(C)S(=O)(=O)c2cccs2)Oc2ccc(NC(=O)Cc3ccccc3)cc2C1=O,5%,
COc1cc(C(=O)COC(=O)c2cccs2)cc(OC)c1OC,5%,

# Next section
SMILES,NS5 inhibitors,others
COc1ccc(-c2cc3nc(C)cc(N4CCN(C(=O)c5ccoc5)CC4)n3n2)cc1,-3%,
COc1ccc(NC(=O)COC(=O)c2cccc(S(=O)(=O)N3CCCCC3)c2)c(OC)c1,-4%,
CC1CC(C)CN(S(=O)(=O)c2ccc(C(=O)NNC(=O)c3ccccc3F)cc2)C1 (stereo unspecified),-1%,
CC(=O)Nc1ccc(S(=O)(=O)N(C)CC(=O)NCCOc2ccccc2)cc1,-3%,
CC1CN(C(=O)c2ccc(-c3cccc(C(F)(F)F)c3)o2)CC(C)O1 (stereo unspecified),-3%,
COc1cc(OC)c(C(=O)OCC(=O)c2ccc3c(c2)NC(=O)CO3)cc1OC,-8%,
CC(C)c1cc(C(=O)N(C)C2CCCN(Cc3ccccc3F)C2)n(C)n1 (stereo unspecified),3%,
Cc1cc(C)c(NC(=O)CCN2C(=O)c3ccccc3S2(=O)=O)c(C)c1,-5%,
C=CC[C@H](CC(=O)N(CCO)Cc1ccccc1)C(=O)N[C@H](COC(=O)[C@@H](CC=C)Cc1ccc(F)cc1)Cc1c[nH]c2ccccc12,-2%,
COc1ccc2nc(N3C(=O)C(O)=C(C(=O)c4ccco4)C3c3ccc(C)o3)sc2c1 (stereo unspecified),-1%,
COc1ccccc1C(=O)NC(CCSC)C(=O)OC(C)C(=O)NC1CC1 (stereo unspecified),2%,
CC(=O)Nc1ccc(NC(=O)C(C)Oc2ccc(C)nc2[N+](=O)[O-])cc1 (stereo unspecified),2%,
CCc1ccc(/C(C)=N/NC(=O)CNC(=O)/C=C/c2ccco2)cc1,28%,
N#Cc1ccc(C2=CC(=O)C[C@H](c3ccc4c(c3)OCO4)C2)cc1,-7%,
COC(=O)c1cccc(NC(=O)c2ccc(S(=O)(=O)N(C)c3ccccc3OC)cc2)c1,-1%,
COc1ccc(NC(=O)COC(=O)c2ccc(-n3nc(C)cc3C)cc2)cc1OC,-2%,
O=S(=O)(NC1=NCCC1)c1cccc(NC(=S)Nc2ccc(OC(F)F)cc2)c1,2%,
CC(=O)NCc1ccc(S(=O)(=O)N2CCN(S(=O)(=O)c3ccc4ccccc4c3)CC2)cc1,-14%,
COc1ccc(NS(=O)(=O)N2CCCCC2)cc1,6%,
COc1ccc(CCNC(=O)COC(=O)C2COc3ccccc3O2)cc1 (stereo unspecified),-5%,
C=CC[C@@H](CC(=O)N(CCO)Cc1ccccc1)C(=O)N[C@H](COC(=O)[C@@H](CC=C)CC(=O)OC(C)(C)C)Cc1ccccc1,-2%,NS5 inhibitors pilot replicate=0.0
Cc1ccc(NC(=O)CN(C)C(=O)C(Sc2ccccc2)c2ccccc2)cc1 (stereo unspecified),-4%,
COc1ccc(CCNC(=O)COC(=O)c2cncc(Br)c2)cc1OC,-2%,
CC[C@@]1(C(=O)OC)N[C@H](CN(C)C(=O)Nc2ccccc2)[C@@H]2C(=O)N(C)C(=O)[C@@H]21,-7%,NS5 inhibitors pilot replicate=-1.8
COc1ccc(NC(=O)C2CCCCC2)cc1S(=O)(=O)N1CCOCC1,-4%,
# Other structures:
SMILES,NS5 inhibitors,others
CC(=O)c1c(C)[nH]c(C(=O)OCC(=O)NCc2ccc3c(c2)OCO3)c1C,-10%,
CN(C)CCOc1ccc2c(c1)C(=O)C(=Cc1ncc([N+](=O)[O-])n1C)C2,-9%,
Oc1ccc2c(c1)c1ccccc1c1ncccc21,10%,
Cc1noc(C)c1S(=O)(=O)N(C)C[C@H]1Oc2c(NC(=O)Nc3ccc(C(F)(F)F)cc3)cccc2C(=O)N([C@H](C)CO)C[C@@H]1C,-12%,
O=C(CSc1n[nH]c(-c2ccncc2)n1)Nc1ccccc1Cl,-1%,
C=C1C(=O)OC2C=C(CO)CCC=C(CO)CC(OC(=O)C(C)C)C12 (stereo unspecified),-27%,
Nc1ccc2c(c1)[nH]c(=O)c1cc(N)ccc12,1%,
C[C@H]1CN([C@@H](C)CO)C(=O)CCCn2cc(nn2)CO[C@@H]1CN(C)C(=O)Nc1ccccc1,-9%,
Cc1cc(C(=O)OCC(=O)NC2CCC(C)CC2)c(C)o1 (stereo unspecified),-4%,
O=C(NC(=S)N1CCN(c2ccccc2)CC1)c1ccco1,-7%,
Cc1ccc(S(=O)(=O)N2CCN(C(=O)COc3ccc(Br)cc3)CC2)cc1,-3%,
O=S(=O)(NC1CCN(S(=O)(=O)c2c(F)cccc2F)CC1)c1ccc2c(c1)OCCO2,0%,
O=C(Nc1ccc(F)c(F)c1)C1CCN(S(=O)(=O)c2cccs2)CC1,2%,
COc1ccc(CCNC(=S)N2CCN(S(=O)(=O)c3ccc(C)cc3)CC2)cc1,8%,
COC(=O)c1ccc(/C=C/C(=O)OCC(=O)Nc2ncc(Cl)cc2Cl)cc1,-2%,
Cc1noc(C)c1COc1ccccc1C(=O)NNC(=O)c1ccccc1F,1%,
COc1ccccc1NS(=O)(=O)c1cccc(C(=O)N2CCN(Cc3ccc4c(c3)OCO4)CC2)c1,0%,
CCN(c1ccccc1)S(=O)(=O)c1ccc(OC)c(NC(=O)COc2ccc(C(C)=O)cc2)c1,3%,
Cc1cc(Cl)ccc1OCC(=O)OCC(=O)NCCNC(=O)COC(=O)COc1ccc(Cl)cc1C,-5%,
COc1ccc(C(=O)COC(=O)c2ccc3c(c2)OCCO3)c(OC)c1,-1%,
Cc1ccc(C(=O)NNC(=O)COC(=O)COc2ccccc2C#N)cc1,-4%,
CCN(C(=O)CN1C(=O)S/C(=C\c2ccccc2Cl)C1=O)C1CCS(=O)(=O)C1 (stereo unspecified),-5%,
CC(C)CC1C(=O)N(Cc2cn(Cc3ccco3)nn2)CCS(=O)(=O)N1Cc1ccc(-c2cccc(CO)c2)cc1 (stereo unspecified),5%,
CC(=O)c1cccc(NC(=O)CSc2n[nH]c(-c3ccncc3)n2)c1,-4%,
CC(C)(C)[C@H]1COC(=O)[C@H](Cc2ccc(F)cc2)CC/C=C/C[C@@H](CC(=O)N[C@H](CO)Cc2ccccc2)C(=O)N1,-2%,
# (listing goes on)
SMILES,NS5 inhibitors,others
OC(CNc1ccnc2cc(Cl)ccc12)CNC1CCCCC1 (stereo unspecified),-2%,
CC(=O)Nc1ccc(-c2csc(NC(=O)C3=COCCO3)n2)cc1,-4%,
CCN(CC(=O)Nc1c(F)cccc1F)C(=O)/C=C/c1ccc(OCC#N)c(OC)c1,-8%,
C[C@@H]1CN([C@@H](C)CO)C(=O)CCCn2nncc2CO[C@@H]1CN(C)S(=O)(=O)c1ccc(Oc2ccccc2)cc1,1%,
OCC[C@H]1C[C@H](O)[C@@H](O)[C@@]2(Cc3ccccc3O2)O1,-6%,
CCN(C(=O)CN1CCCC(C)C1)c1c(N)n(Cc2ccccc2)c(=O)[nH]c1=O (stereo unspecified),1%,
CC(=O)Nc1ccc(NC(=O)COC(=O)C2CCCCC2)cc1,-8%,
COC(=O)C(CC(=O)c1ccc(Cl)cc1)c1ccccc1 (stereo unspecified),-8%,
NC(=O)NCC(=O)N1CCN(S(=O)(=O)c2ccc(Cl)s2)CC1,2%,
Cc1ccc(S(=O)(=O)N(C)C)cc1NC(=O)C(C)OC(=O)C1CCCC1 (stereo unspecified),1%,
CCN(CC)S(=O)(=O)c1ccc(C)c(NC(=O)CSc2nnnn2C)c1,-8%,
O=C(OCc1nnc(-c2ccccc2Br)o1)c1ccco1,-5%,
CC1CCN(C(=O)COC(=O)C23CC4CC(CC(O)(C4)C2)C3)CC1,-2%,
O=C1CCN(Cc2ccco2)C(=S)N1,1%,
CCCNC(=O)c1ccc(Cn2cc(-c3ccc(OC)cc3)nc2C(C)N)cc1 (stereo unspecified),-4%,
